TRPC4 agonist – TRPC4 (mouse) channel activation; Q9QUQ5; HEK293 TRPC4beta/mu-opioid, Fluo4 calcium fluorescence; active compounds read high; B-score at 10 µM; 310,000 tested, 0.49% active; AID 2237;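 active = B-score above 5 SD of library B-scores, and initial fluorescence ratio not above library mean plus 5 SD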;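 also: positive B-score marks a calcium rise read as TRPC4 activation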
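Assay system – TRPC4beta and mu-opioid receptor HEK293 stable cells · Measured by – Fluo4 fluorescence, kinetic · Schedule – dye loading 45 min room temperature, 110 s kinetic read · Read-out – B-scored integrated calcium fluorescence ratio · Controls – buffer and maximal DAMGO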
TRPC4 PAM – allosterically enhances the mouse TRPC4 cation channel; HEK293 TRPC4beta/mu-opioid, DAMGO EC20, Fluo-4 Ca2+ flux; active compounds read high; B-score at 10 µM; AID 2227; Q9QUQ5; 310,000 tested, 0.42% active;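 active = B-score of calcium response area above 5 SD of library B-scores, with initial fluorescence ratio within 5 SD of library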;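 also: B-score of integrated fluorescence ratio over time as area under calcium response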
KCNQ1 inh – human KCNQ1 channel inhibition. CHO-K1 KCNQ1, FluxOR thallium flux fluorescence; active compounds read high. AID 2642. B-score at 10 µM. 310,000 tested, 1.3% active. P51787;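 active = compounds whose thallium flux B-score, printed positive for inhibition, exceeds three library SD while starting fluorescence stays within three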;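 also: channel opened by potassium depolarization with thallium stimulus after 20 min compound exposure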
Target sequence (P51787 whole entry, looked up): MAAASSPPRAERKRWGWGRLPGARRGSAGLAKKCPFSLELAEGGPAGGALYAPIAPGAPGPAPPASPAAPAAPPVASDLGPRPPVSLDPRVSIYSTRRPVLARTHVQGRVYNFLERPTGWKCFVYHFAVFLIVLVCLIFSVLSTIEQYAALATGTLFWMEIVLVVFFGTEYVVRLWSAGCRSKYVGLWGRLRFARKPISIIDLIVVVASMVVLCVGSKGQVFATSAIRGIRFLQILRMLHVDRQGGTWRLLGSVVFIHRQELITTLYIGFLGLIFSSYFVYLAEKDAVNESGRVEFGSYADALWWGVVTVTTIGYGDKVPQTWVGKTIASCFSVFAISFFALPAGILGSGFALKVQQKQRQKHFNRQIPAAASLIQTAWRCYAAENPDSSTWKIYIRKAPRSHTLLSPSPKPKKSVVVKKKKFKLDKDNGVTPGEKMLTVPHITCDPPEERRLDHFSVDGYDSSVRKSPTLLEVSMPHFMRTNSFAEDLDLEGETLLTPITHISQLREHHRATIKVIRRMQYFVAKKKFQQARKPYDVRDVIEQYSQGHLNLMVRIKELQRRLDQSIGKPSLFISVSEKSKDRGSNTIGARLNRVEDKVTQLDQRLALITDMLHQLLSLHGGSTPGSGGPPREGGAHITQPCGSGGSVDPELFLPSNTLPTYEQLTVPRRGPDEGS
KCNK9 inh – inhibitors of human KCNK9 two-pore domain potassium channel. 310,000 tested, 1.2% active. Q9NPC2. B-score at 10 µM. HEK293 KCNK9, FluxOR thallium flux fluorescence; active compounds read low;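 active = ratio B-score over 3 SD below the library mean, with starting fluorescence within 5 SD of its mean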;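 also: negative B-score means less thallium flux so channel inhibition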
TRPC4 inh – blocks the mouse TRPC4 cation channel; Q9QUQ5; HEK293 TRPC4beta/mu-opioid, DAMGO-evoked Fluo4 calcium flux; active compounds read low; B-score at 10 µM; 300,000 tested, 0.39% active; AID 2247;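 active = B-score over 3 SD under the library average, no early fluorescence shift, positive overall ratio signal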
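Assay system: HEK293 cells with stable TRPC4beta plus mu-opioid receptor expression; Probe or stimulus: DAMGO in two steps, submaximal then maximal; Dosing: single-point compound dosing; Measured by: Fluo4 calcium-dye fluorescence, kinetic read; Read-out basis: B score from integrated Fluo4 fluorescence ratio.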
KCNK3 inh – human KCNK3 channel inhibition, primary screen; B-score at 10 µM; CHO-KCNK3 thallium flux, FluxOR fluorescence; active compounds read low; 340,000 tested, 0.84% active;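 active = B-score under library mean minus 4 SD, starting fluorescence ratio at most library mean plus 5 SD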;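 also: more negative B-score means stronger inhibition of thallium flux through KCNK3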
Target sequence (O14649 whole entry, looked up): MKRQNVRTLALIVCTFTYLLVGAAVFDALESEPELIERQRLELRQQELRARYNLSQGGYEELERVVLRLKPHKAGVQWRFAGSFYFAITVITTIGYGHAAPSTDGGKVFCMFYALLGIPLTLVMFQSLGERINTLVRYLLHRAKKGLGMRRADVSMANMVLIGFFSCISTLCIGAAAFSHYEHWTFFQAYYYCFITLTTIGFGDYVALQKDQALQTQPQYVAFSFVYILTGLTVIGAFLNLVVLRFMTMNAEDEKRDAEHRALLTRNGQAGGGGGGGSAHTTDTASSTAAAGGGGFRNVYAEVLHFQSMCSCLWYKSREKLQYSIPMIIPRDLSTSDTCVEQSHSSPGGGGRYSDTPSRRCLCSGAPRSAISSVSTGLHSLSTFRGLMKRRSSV
KCNQ1 act – potentiates or activates the human KCNQ1 potassium channel. P51787. CHO-K1 KCNQ1, thallium flux FluxOR fluorescence; active compounds read high. B-score at 10 µM. 310,000 tested, 0.35% active. AID 2648;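 active = fluorescence ratio B-score, a plate-corrected score, at least three library SD, with initial intensity B-score within 5 SD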
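Medium – assay buffer, equal DMSO in all wells · Material – CHO-K1 cell line with stable KCNQ1 potassium channel expression · Signal – kinetic FluxOR thallium fluorescence, 10-s 1-Hz baseline, 110-s post-stimulus read · Compound – single concentration per compound, DMSO matched to controls · Schedule – 37 °C overnight plating, 90-min dark dye load, 20-min compound pretreatment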
PolyA inhibitor – yeast polyadenylation inhibition; S. cerevisiae SKY197-pL101 polyadenylation reporter, beta-gal luminescence; efflux-impaired pdr1/pdr3 knockout yeast; score 100 = 6 SD above DMSO; 300,000 tested, 0.02% active; AID 1875; calls only at 12 µM;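 active = lowest replicate activity score at least 50, where 100 means six control SD above control mean; inconclusive = lowest score under 50 but half or more replicates reach 50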;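 also: yeast exposed to compound for 9 h at 30 °C; higher score means more reporter readthrough which indicates perturbed polyadenylation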
hERG rescue – shields human hERG channel from block by proarrhythmic agents; AID 1511; 310,000 tested, 0.51% active; activation (rescue from dofetilide block), less the hit threshold, % at 10 µM; CHO-hERG, FluxOR thallium flux, dofetilide IC70 present;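 active = activation above the mean of controls blocked by dofetilide plus 5 SD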;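 also: thallium influx through hERG after potassium depolarization seen as dye fluorescence rise; in these data hits start at about 4.7%; inactives centre near -7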
Platelet DG rel – modulates dense granule release in human platelets; human platelet-rich plasma, SFLLRN dense granule ATP release, luminescence; inhibition, %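 (compounds screened at 7.5 µM in platelet-rich plasma)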; 300,000 tested, 0.22% active;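 active = mean replicate score, as percent of positive control, at or above 50; inconclusive = mean below 50 but at least one replicate at or above 50; inactive = mean and every replicate below 50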
Dyrk1A ADPGlo – blocks rat Dyrk1A kinase activity; Q63470; ADP-Glo luminescence, NFATc1 peptide; inhibition, % at 12.5 µM; 310,000 tested, 0.43% active; in the data active = inhibition above about 50%;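 also: plate controls were vehicle with enzyme for no effect and no enzyme for full effect; many of its hits are not listed in these tables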
Active calls of the source: *; i = inactive; ? = inconclusive; · = not tested or not shown. An excerpt; rates above refer to the full screens.

SMILES | TRPC4 agonist | TRPC4 PAM | KCNQ1 inh | KCNK9 inh | TRPC4 inh | KCNK3 inh | KCNQ1 act | PolyA inhibitor | hERG rescue | Platelet DG rel | Dyrk1A ADPGlo
COc1ccc(NC(=O)C2CCC(CNc3c(N4CCCCC4)c(=O)c3=O)CC2)c(OC)c1 (stereo unspecified) | i | i | i | i | i | i | i | i | -9 | 6 | 9
Nc1c2c(nc3ccccc13)CCCC2=O | i | i | i | i | i | i | i | i | -6 | -3 | ·
COc1ccc(CCNC(=O)CCCCn2c(=O)[nH]c3ccccc3c2=O)cc1OC | i | i | i | i | i | i | i | i | -11 | -2 | 0
CC(C)c1ccc(S(=O)(=O)N2CCN(C(=S)NCc3ccco3)CC2)cc1 | i | i | i | i | i | i | i | i | -11 | -4 | -3
CCc1c(C)c2c(C)[nH]nc2oc1=O | i | i | i | i | i | i | i | i | -2 | -1 | -2
C=C(C)C(=O)Nc1cccc(C2=NOC3(C2)C[C@H](C(N)=O)N(C(=O)c2ccccc2C(=O)c2ccccc2)C3)c1 (stereo partly specified) | i | i | i | i | i | i | i | i | -4 | 2 | -10
CC#CC(=O)N1CCC(C(=O)Nc2ccc(Oc3ccccc3)nc2)CC1 | i | i | i | i | i | i | i | i | -6 | -2 | -5
COC(=O)c1ccc(-n2c(C)nc(=O)c(-c3ccccc3)c2C)cc1 | i | i | i | i | i | i | i | i | -5 | 15 | 3
CCn1c(-c2ccccc2SC)n[nH]c1=S | i | i | i | i | i | i | i | i | -9 | 10 | 1
CC(=O)c1ccc(N2CCN(c3ccnc4cc(Cl)ccc34)CC2)cc1 | i | i | i | i | i | i | i | i | -3 | -8 | -4
CCC(C)C(=O)Nc1nc(C)c(-c2csc(Nc3ccccc3OC)n2)s1 (stereo unspecified) | i | i | i | -9.2* | i | i | i | i | -14 | -6 | 11
CN1CCC(N(C)C(=O)c2sc3cc(F)ccc3c2Cl)CC1 | i | i | i | i | i | i | i | i | -3 | 5 | 0
O=C(NCc1ccccn1)Nc1cccc(Cl)c1 | i | i | i | i | i | i | i | i | -7 | 4 | 6
c1ccc2sc(NCC3CCCO3)nc2c1 (stereo unspecified) | i | i | i | i | i | i | i | i | -3 | -11 | -5
CC(C)CC(C)N1CCC(n2nccc2NC(=O)CCc2ccccc2)CC1 (stereo unspecified) | i | i | i | i | i | i | i | i | -3 | 7 | 2
NS(=O)(=O)c1ccc(NC(=S)Nc2cc(Cl)c(Cl)cc2Cl)cc1 | i | i | i | i | i | i | i | i | -14 | 1 | 10
C=CCn1c(SCC(=O)Nc2cccc3ccccc23)nnc1-c1cnccn1 | i | i | i | i | i | i | i | i | -14 | 1 | ·
Cc1ccc(F)cc1NC(=O)C1C2CCC(O2)C1C(=O)O (stereo unspecified) | i | i | i | i | i | i | i | i | -8 | 2 | -6
CCOC(=O)C1CCCN(C(=O)/C=C/c2ccc(OC)cc2)C1 (stereo unspecified) | i | i | i | i | i | i | i | i | -10 | -2 | 4
COc1cc(OC)c2ccc(=O)oc2c1C(CCN1CCCC(C)C1)c1ccc(N(C)C)cc1 (stereo unspecified) | i | i | i | i | i | i | i | i | -10 | 1 | 12
CCC(C(=O)NCCc1ccccc1)c1ccccc1 (stereo unspecified) | i | i | i | i | i | i | i | i | -2 | -2 | 0
COc1ccc(NC(=O)COc2coc(CN3CCc4ccccc4C3)cc2=O)cc1 | i | i | i | i | i | i | i | i | -14 | -2 | -1
CCOC(=O)C1=C(CN2CCN(C(=O)c3ccco3)CC2)NC(=O)NC1c1ccccc1 (stereo unspecified) | i | i | i | i | i | i | i | i | -8 | 1 | 2
Cc1cnc(CN(C)C(=O)c2ccc3oc(Cc4ccc(Cl)cc4)nc3c2)[nH]1 | i | i | i | i | i | i | i | i | -14 | 0 | ·
CCN(CC)C(=O)CSc1nnc2nnc3cc(OC)ccc3n12 | i | i | i | i | i | i | i | i | -22 | 0 | ·
CC(C)[C@H](NC(=O)c1ccccc1)C(=O)O | i | i | i | i | i | i | i | i | -13 | -4 | ·
O=C1/C(=C2\C(=O)N(Cc3ccc(F)cc3)c3ccccc32)SC(=S)N1CCS(=O)(=O)O | i | i | i | i | i | i | i | i | -4 | 3 | -1
Cc1cccn2c(CN(C)C3CCOC3)c(C(=O)N3CCCCC3)nc12 (stereo unspecified) | i | i | i | i | i | i | i | i | -3 | 15 | -1
CC(C)(C)NC(=O)Cn1c(-c2nonc2N)nc2ccccc21 | i | i | i | i | i | i | i | i | -9 | -6 | 4
CN1CCN(C(=S)NC(=O)/C=C/c2ccccc2)CC1 | i | i | i | i | i | i | i | i | -12 | -4 | -2
COc1ccc(OCC(=O)NS(=O)(=O)c2ccc(Cl)cc2)cc1 | i | i | i | i | i | i | i | i | -1 | 5 | 4
CC1=C(C(=O)OCC(C)C)C23C(=O)c4ccccc4C2(O1)OC(N)=C3C#N (stereo unspecified) | i | i | i | i | i | i | i | i | -7 | 1 | 4
COc1ccc(CN2CCNC(=O)C2CC(=O)NCCc2nc(C)c3c(n2)CCC3)cc1C (stereo unspecified) | i | i | i | i | i | i | i | i | -7 | -4 | -5
Cc1cccc(C)c1OCc1cc(C(=O)NCC2COCCO2)no1 (stereo unspecified) | i | i | i | i | i | i | i | i | -6 | -5 | -5
COc1ccc(NC(=O)C2CCCN2S(=O)(=O)c2cccc3nsnc23)c(OC)c1 (stereo unspecified) | i | i | i | i | i | i | i | i | -7 | 2 | -6
COc1ccc(C(CNC(=O)CCNS(=O)(=O)c2ccc(C)cc2)N2CCOCC2)cc1 (stereo unspecified) | i | i | i | i | i | i | i | i | -9 | 4 | -3
CCC(C)N(C(=O)COC(=O)C1C(C(=O)OC)=C(C)NC(C)=C1C(=O)OC)C1CCS(=O)(=O)C1 (stereo unspecified) | i | i | i | i | i | i | i | i | -12 | 6 | -5
NC(=O)CSc1nc2ccccc2c(=O)n1Cc1ccco1 | i | i | i | i | i | i | i | i | -5 | -8 | 2
Cc1cc(C)c(NC(=O)C2CC(=O)N(C(C)C)C2)c(C)c1 (stereo unspecified) | i | i | i | i | i | i | i | i | -11 | 4 | 0
COC(=O)c1c(NC(=S)Nc2ccccc2Cl)sc(C)c1C | i | i | i | i | i | i | i | i | 2 | -6 | -3
Cc1cccc(NC(=O)C2CC(=O)N/C(=N/N=C/c3ccco3)S2)c1 (stereo unspecified) | i | i | i | i | i | i | i | i | -8 | 0 | -2
COc1ccc(C(=O)NNC(=O)C(C)NC(=O)c2ccccc2NC(=O)c2ccco2)cc1 (stereo unspecified) | i | i | i | i | i | i | i | i | -6 | 7 | -2
O=C(Nc1ccc(N2CCN(C(=O)c3ccccc3)CC2)cc1)c1ccc2c(c1)OCO2 | i | i | i | i | i | i | i | i | -6 | -4 | -4
CCOc1ccccc1C(=O)NC1CCN(Cc2nnnn2C2CCCC2)CC1 | i | i | i | i | i | i | i | i | -4 | -10 | 2
Cc1nc2sc(C(=O)c3ccccc3)c(N)c2c2c1CCCC2 | i | i | i | i | i | i | i | i | -21 | ? | 3
O=C(O)c1ccc(-c2cccc(Cl)c2)o1 | i | i | i | i | i | i | i | i | -6 | 4 | ·
Cc1ccc(C)c(S(=O)(=O)N2CCCCC2CCNC(=O)C(=O)NC2CC2)c1 (stereo unspecified) | i | i | i | i | i | i | i | i | -17 | 11 | -3
CC(C)N1CCc2c(sc(NC(=O)c3ccc(C(=O)c4ccccc4)cc3)c2C(N)=O)C1 | i | i | i | i | i | i | i | i | -29 | -10 | 8
CCCCNC(=O)CCc1c(C)nc2nc(-c3cc(OC)cc(OC)c3)nn2c1C | i | i | i | i | i | i | i | i | -12 | 10 | -5
Cc1onc(-c2ccccc2Cl)c1C(=O)Nc1ncn[nH]1 | i | i | i | i | i | i | i | i | -6 | -14 | -7

Additional results
SMILES | TRPC4 agonist | TRPC4 PAM | KCNQ1 inh | KCNK9 inh | TRPC4 inh | KCNK3 inh | KCNQ1 act | PolyA inhibitor | hERG rescue | Platelet DG rel | Dyrk1A ADPGlo
CN1C=CC=C/C1=C1\SC(=S)N(N)C1=O | i | i | i | i | i | i | i | i | -3 | -1 | ·
CCc1noc(C)c1C(=O)Nc1nc(-c2cc(C)ccc2C)c(C)s1 | i | i | i | i | i | i | i | i | -8 | -3 | 4
Cc1c(O)ccoc1=O | i | i | i | i | i | i | i | i | -4 | 3 | -2
C=CCNC(=O)C1CC(=O)N(c2ccc(OCC(=O)Nc3c(C)cccc3C)cc2)C1 (stereo unspecified) | i | i | i | i | i | i | i | i | -9 | -5 | -4
O=C(O)c1cnccn1 | i | i | i | i | i | i | i | i | -4 | 0 | 5
Cn1cc(C(=O)c2ccc(Cl)cc2Cl)cc1C(=O)N/N=C(\N)COc1ccc(Cl)cc1 | i | i | i | i | i | i | i | i | -16 | -24 | -1
C/C=C/C(=O)Nc1cccc(C(F)(F)F)c1 | i | i | i | i | i | i | i | i | -6 | 8 | -2
COc1ccccc1NC(=O)C(C)OC(=O)C1CCN(S(=O)(=O)c2ccc(C)c(C)c2)CC1 (stereo unspecified) | i | i | i | i | i | i | i | i | -12 | 14 | ·
CSCCC(Nc1ncnc2ccc(Br)cc12)C(=O)O (stereo unspecified) | i | i | i | i | i | i | i | i | -1 | 5 | 7
COc1ccc(C2c3cc(OC)c(OC)cc3CCN2C(=O)c2cccc([N+](=O)[O-])c2)cc1OC (stereo unspecified) | i | i | i | i | i | i | i | i | -4 | 0 | -3
CC(=O)N1c2ccc(S(=O)(=O)N3CCC(C(=O)N4CCCCC4)CC3)cc2CC1C (stereo unspecified) | i | i | i | i | i | i | i | i | -12 | 5 | -4

An excerpt from above in order of SMILES length, low to high:
SMILES | TRPC4 agonist | TRPC4 PAM | KCNQ1 inh | KCNK9 inh | TRPC4 inh | KCNK3 inh | KCNQ1 act | PolyA inhibitor | hERG rescue | Platelet DG rel | Dyrk1A ADPGlo
Cc1cccc(C)c1OCc1cc(C(=O)NCC2COCCO2)no1 (stereo unspecified) | i | i | i | i | i | i | i | i | -6 | -5 | -5
COc1ccc(NC(=O)COc2coc(CN3CCc4ccccc4C3)cc2=O)cc1 | i | i | i | i | i | i | i | i | -14 | -2 | -1
COc1ccc(C(CNC(=O)CCNS(=O)(=O)c2ccc(C)cc2)N2CCOCC2)cc1 (stereo unspecified) | i | i | i | i | i | i | i | i | -9 | 4 | -3

High-throughput results deposited in PubChem by several laboratories.
